# Source: PubChem BioAssay
# tim23-1 inh = growth inhibitors of tim23-1 mutant yeast, primary screen, luminescence, uHTS; S. cerevisiae tim23-1 growth, BacTiter-Glo luminescence, 24 h; inhibition, % at 20 µM; hit rate 1.3% among 330,000; AID 463212, 2010;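 active means growth inhibition of the mutant yeast at or above 50%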;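 further: temperature-sensitive mutant grown at 25 °C; plate controls were DMSO-treated mutant yeast for no effect and medium wells lacking yeast for full effect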
# UPR XBP1 act = activators of adaptive XBP1 UPR arm, primary screen, cell-based, CHO-XBP1 luciferase reporter, luminescence, uHTS; hit rate 0.33% among 330,000; IRE1-XBP1 UPR activation; percent of tunicamycin response, DMSO as zero; activation, % at 20 µM; AID 463104, 2010;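 active means versus positive control, 20 µM dose yields 30% or more activation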;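 further: 100% = tunicamycin at 10 µg/mL and 0% = DMSO only wells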
#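 Assay system: CHO-XBP1 luciferase reporter cells; Schedule: 6 h treatment, 37 °C; Detection: glow luminescence from Steady-Glo reagent; Benchmarks: high control tunicamycin 10 µg/mL final, low control DMSO vehicle only.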
# APJ antag = antagonists of human apelin receptor APJ, primary screen, CHO-K1 cells, beta-arrestin complementation, luminescence; hit rate 0.32% among 330,000; P35414; inhibition, % at 20 µM;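 active means inhibition above about 40% at 20 µM, limit read from the data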;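 further: cells challenged with 10 nM apelin-13 agonist together with compound; plate controls were apelin-13 plus DMSO wells for no effect and DMSO wells lacking apelin-13 for full effect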
# UPR CHOP act = activators of apoptotic CHOP UPR arm, primary screen, cell-based, CHO-CHOP luciferase reporter, luminescence, uHTS. activation, % at 10 µM. UPR activation; percent of tunicamycin response over DMSO baseline. hit rate 0.34% among 330,000;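 active means at 10 µM dose, activation of 40% or more, normalized to positive control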;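 further: 100% = tunicamycin at 10 µg/mL and 0% = DMSO alone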
#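 Assay system: CHO-CHOP cells, stable luciferase reporter of PERK-eIF2a-CHOP signalling / Buffer or medium: F12 plus 10% serum / Compound dosing: one dose, 10 µM in 0.5% DMSO / Times: 6 h compound treatment, 37 °C / Technique: luciferase luminescence / Read-out: % reporter activation, DMSO baseline versus tunicamycin full activation / Benchmarks: tunicamycin and DMSO controls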
# CXCR6 inh = CXCR6 receptor inhibitors, primary screen, cell-based, beta-arrestin, luminescence, CHO-K1 PathHunter, 1536-well. C-X-C chemokine receptor type 6 (Homo sapiens), O00574. inhibition, % at 20 µM. hit rate 0.36% among 360,000; in the data active means inhibition above about 34%, passing the limit was not always enough;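 further: antagonist mode with CXCL16 agonist at 10 nM final; 0% = 10 nM CXCL16 with DMSO and 100% = unstimulated wells without agonist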
# APJ ag = agonists of human apelin receptor APJ, primary screen, CHO-K1 cells, PathHunter beta-arrestin, luminescence; P35414; 0% DMSO wells, 100% apelin; activation, % at 20 µM; hit rate 0.11% among 330,000;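 active means activation more than six SD over the plate average, tested at 20 µM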;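 further: 0% = DMSO alone and 100% = apelin-13 at 10 nM; some results filed as inactive read as strong as hits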
#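 Incubation: overnight seeding, 90 min compound at 25 °C, 1 h detection; test system: PathHunter CHO-K1 APJ (AGTRL-1) beta-arrestin reporter cells; amount: 1000 cells/well; doses: one dose, 20 µM compound, 1% DMSO; measured by: beta-gal luminescence; measure: agonist-driven arrestin binding to APJ; benchmarks: negative DMSO alone, positive Apelin-13 at 10 nM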
# TIM10 inh = growth inhibitors of isogenic TIM10 control yeast, primary screen, counter-screen for tim10-1 yeast inhibitor project, luminescence, uHTS; hit rate 1.4% among 330,000; S. cerevisiae TIM10 strain growth, BacTiter-Glo luminescence, 24 h; inhibition, % at 10 µM;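 active means inhibition of 40% or more at the single tested concentration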;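 further: wild-type TIM10 isogenic control strain grown at permissive 25 °C; 0% = DMSO yeast wells and 100% = minimal medium wells without yeast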
# Mdm2 MdmX PPI = inhibitors of human Mdm2-MdmX association, primary screen, cell-based, luminescence, split luciferase, SaOS-2, uHTS; SaOS-2 split-luciferase Mdm2/MdmX complementation; hit rate 3% among 330,000; inhibition, % at 8 µM; Protein Mdm4 (Homo sapiens) + E3 ubiquitin-protein ligase Mdm2 (Homo sapiens), …;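 active means inhibition of at least 50% at 8 µM in the primary screen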
# Target sequence (O15151 whole entry, looked up): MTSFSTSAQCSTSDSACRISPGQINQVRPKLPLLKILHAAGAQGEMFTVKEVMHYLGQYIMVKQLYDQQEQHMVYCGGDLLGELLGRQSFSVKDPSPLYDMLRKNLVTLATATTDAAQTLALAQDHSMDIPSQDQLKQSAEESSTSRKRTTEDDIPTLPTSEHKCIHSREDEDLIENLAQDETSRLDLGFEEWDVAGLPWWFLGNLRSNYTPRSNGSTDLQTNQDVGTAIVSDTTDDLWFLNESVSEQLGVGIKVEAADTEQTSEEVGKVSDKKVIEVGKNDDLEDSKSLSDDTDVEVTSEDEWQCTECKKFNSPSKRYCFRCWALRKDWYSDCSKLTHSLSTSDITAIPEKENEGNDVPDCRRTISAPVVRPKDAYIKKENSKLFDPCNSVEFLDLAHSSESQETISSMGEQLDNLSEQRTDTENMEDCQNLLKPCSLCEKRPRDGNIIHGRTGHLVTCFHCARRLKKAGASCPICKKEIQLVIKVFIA
# Target sequence (Q00987 whole entry, looked up): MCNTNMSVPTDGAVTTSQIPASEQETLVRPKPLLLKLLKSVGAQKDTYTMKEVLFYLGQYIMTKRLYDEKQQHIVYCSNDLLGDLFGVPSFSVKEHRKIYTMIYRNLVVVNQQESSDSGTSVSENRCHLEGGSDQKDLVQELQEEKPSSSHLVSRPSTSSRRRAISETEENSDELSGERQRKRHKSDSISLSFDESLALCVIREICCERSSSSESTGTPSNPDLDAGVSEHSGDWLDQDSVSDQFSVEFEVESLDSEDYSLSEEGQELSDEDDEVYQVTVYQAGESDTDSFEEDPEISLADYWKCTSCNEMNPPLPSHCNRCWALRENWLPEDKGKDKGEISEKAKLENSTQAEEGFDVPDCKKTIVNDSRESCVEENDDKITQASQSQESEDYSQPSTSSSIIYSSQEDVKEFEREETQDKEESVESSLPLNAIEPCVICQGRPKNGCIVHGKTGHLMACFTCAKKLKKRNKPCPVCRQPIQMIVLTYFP
# tim10-1 inh = growth inhibitors of tim10-1 mutant yeast, primary screen, luminescence, uHTS. inhibition, % at 20 µM. AID 463190, 2010. S. cerevisiae tim10-1 ts strain growth, BacTiter-Glo, 24 h. hit rate 2.2% among 330,000;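 active means inhibition of at least 40%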;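 further: mutant grown at 25 °C; 0% = DMSO wells with yeast and 100% = wells holding no yeast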
# An asterisk follows results filed as active. Some of the compounds tested (hit frequency here may not be typical).
SMILES,tim23-1 inh,UPR XBP1 act,APJ antag,UPR CHOP act,CXCR6 inh,APJ ag,TIM10 inh,Mdm2 MdmX PPI,tim10-1 inh
O=C1C2C(C(=O)N1c1ccc3c(c1)OCO3)C1C=CC2C12CC2 (configuration not stated),10,-3,-2,-0.1,8,0,3,17,-1
Cc1nn(-c2ccccc2)c(Cl)c1/C=C1\SC(=S)N(CCCCCC(=O)O)C1=O,34,-5,3,0.2,4,-2,-8,19,14
O=C(Nc1cccc(S(=O)(=O)N2CCOCC2)c1)C1CCN(S(=O)(=O)c2ccccc2)CC1,19,1,-1,1.1,0,-4,5,4,9
COCCNC(=O)C(C)N(c1ccc(OC)cc1)S(C)(=O)=O (configuration not stated),0,-1,4,0.4,2,0,-7,-4,4
O=C(Nc1ccc(Cc2ccncc2)cc1)c1ccc(S(=O)(=O)N2CCOCC2)cc1,10,0,-1,0.3,-16,3,1,-6,16
O=C(NCC(=O)N1CCN(S(=O)(=O)c2ccccc2)CC1)c1ccc2ccccc2c1,14,0,14,2.7,-12,1,-2,23,1
CCN(CC)C(=O)OCCc1cc2ccccc2c(=O)o1,10,0,8,3.5,-5,-4,2,16,13
CC(=O)Nc1cc(C(=O)OCc2cccc([N+](=O)[O-])c2)ccc1C,5,1,5,1.7,-4,0,20,31,16
COc1ccc(-c2ocnc2C(=O)Nc2ccc3c(c2)CCC3)cc1,-2,5,15,0.3,6,-2,-14,23,-7
CN(CC(=O)NC1CCCCCC1)S(=O)(=O)c1ccc(Br)cc1,0,3,-7,1.9,-4,0,0,0,7
Cc1c(O)c(C)c2c(c1O)C(=O)C[C@@H](c1ccccc1)O2,16,1,-2,-2.0,3,-5,2,7,-32
CCOc1ccc(S(=O)(=O)N2CCCCC2)cc1NC(=O)CN1C(=O)NC(C)(c2ccc(C)cc2)C1=O (configuration not stated),8,-3,5,0.8,5,2,-10,-12,0
CCC(C)NC(=O)c1ccccc1NC(=O)c1ccc(CSc2ccc(C)cc2)cc1 (configuration not stated),-3,2,28,-0.6,2,-1,-4,38,4
CCNc1nc(NCC)nc(SCCOC(=O)Nc2ccccc2)n1,23,1,-6,-0.9,4,0,-3,22,28
CC(C)(C)c1ccc(C(=O)NNC(=O)CCC(=O)Nc2ccccc2)cc1,-7,-2,-3,3.2,0,3,5,9,-11
O=C(c1cc(-c2ccccc2Cl)on1)N1CCN(C(=O)c2ccco2)CC1,4,-2,-10,-0.8,2,6,18,-29,14
COc1ccc(/C=C\C(=O)O[C@@H]2C(O)C(O[C@@H]3OC(C)[C@H](O[C@@H]4OCC(O[C@H]5O[C@H](CO)[C@@H](O)C(O)C5O)C(O)C4O)C(O)C3O)[C@H](OC(=O)[C@]34CCC(C)(C)C[C@@H]3C3=CCC5[C@@]6(C)CC(O)C(O[C@@H]7OC(CO)C(O)[C@H](O)[C@H]7O)[C@@](C)(C(=O)O)C6CC[C@@]5(C)[C@]3(CO)CC4)O[C@H]2C)cc1 (some centres not stated),16,21,-12,5.5,-11,0,-12,79*,48*
Cc1ccc(NC(=O)c2ccc3c(SCC(=O)O)c4c(nc3c2)CCCC4)c(Br)c1,-61,-3,10,0.1,8,0,-11,6,-13
O=C(Cc1n[nH]c(=O)c2ccccc12)Nc1cccc(S(=O)(=O)N2CCCCCC2)c1,-5,-4,21,-2.3,0,-2,4,25,6
CSc1cccc(NC(N)=O)c1,2,5,4,-1.9,1,-3,10,18,2

# Grouped by structure: those above containing nitrogen in an aromatic ring
SMILES,tim23-1 inh,UPR XBP1 act,APJ antag,UPR CHOP act,CXCR6 inh,APJ ag,TIM10 inh,Mdm2 MdmX PPI,tim10-1 inh
Cc1nn(-c2ccccc2)c(Cl)c1/C=C1\SC(=S)N(CCCCCC(=O)O)C1=O,34,-5,3,0.2,4,-2,-8,19,14
O=C(Nc1ccc(Cc2ccncc2)cc1)c1ccc(S(=O)(=O)N2CCOCC2)cc1,10,0,-1,0.3,-16,3,1,-6,16
COc1ccc(-c2ocnc2C(=O)Nc2ccc3c(c2)CCC3)cc1,-2,5,15,0.3,6,-2,-14,23,-7
CCNc1nc(NCC)nc(SCCOC(=O)Nc2ccccc2)n1,23,1,-6,-0.9,4,0,-3,22,28
O=C(c1cc(-c2ccccc2Cl)on1)N1CCN(C(=O)c2ccco2)CC1,4,-2,-10,-0.8,2,6,18,-29,14
Cc1ccc(NC(=O)c2ccc3c(SCC(=O)O)c4c(nc3c2)CCCC4)c(Br)c1,-61,-3,10,0.1,8,0,-11,6,-13
O=C(Cc1n[nH]c(=O)c2ccccc12)Nc1cccc(S(=O)(=O)N2CCCCCC2)c1,-5,-4,21,-2.3,0,-2,4,25,6

# Other entries follow:
SMILES,tim23-1 inh,UPR XBP1 act,APJ antag,UPR CHOP act,CXCR6 inh,APJ ag,TIM10 inh,Mdm2 MdmX PPI,tim10-1 inh
O=C(Nc1ccc(Cl)cn1)C1COc2ccccc2O1 (configuration not stated),27,1,4,1.6,8,-3,-3,23,5
O=C(COC(=O)c1cc(Br)ccc1O)NCC1CCCO1 (configuration not stated),-3,-1,5,-1.3,-6,7,10,-28,15
O=C(O)COn1c(-c2ccc(Cl)cc2)nc2ccc(Cl)cc21,6,4,-4,3.1,-2,1,-1,-20,-1
O=C(c1cccc(C(F)(F)F)c1)C1CCCN(Cc2cccn2-c2ccccn2)C1 (configuration not stated),21,-2,5,-2.0,7,-7,10,13,26
Cc1ccc(C(=O)N2CCCCC2)cc1S(=O)(=O)N1CCOCC1,17,-2,-6,-2.1,0,-1,19,10,15
CCOC(=O)c1c(C)[nH]c(C(=O)OCC(=O)N(C)CC(=O)Nc2ccccc2Cl)c1C,16,-3,-12,2.6,-4,7,5,-32,15
O=C(CCCc1ccccc1)NCc1cn2ccsc2n1,-2,-2,9,2.9,-3,-3,-3,-34,-7
CCN1CCN(CC(=O)c2cc(OC)c(OC)c(OC)c2)CC1,4,-1,19,-1.7,-8,-1,5,17,0
Cc1ccc(C2=NCCn3nc4cc([N+](=O)[O-])ccc4c32)cc1,13,0,-43,0.9,-17,7,12,11,17
O=C(O)CC/C(=C\c1ccc(Cl)c([N+](=O)[O-])c1)c1nc2ccccc2s1,29,-1,-5,3.5,2,3,8,9,8
CCOc1nc(NCCO)nc(NCCC2=CCCCC2)n1,9,-2,-8,-2.1,-9,3,-9,-13,18
CCCNc1nc(OCC(F)(F)F)nc(OCC(F)(F)F)n1,13,0,6,-1.5,-6,2,9,12,-6
Nc1ccc2c(c1)C(=O)Cc1ccccc1S2,30,0,-14,2.9,-16,0,7,32,12
COc1cccc(/C=C/C(=O)c2cccc([N+](=O)[O-])c2)c1,49,-3,2,-0.6,-1,-1,19,26,40
CCCCC(CC)C(=O)Oc1ccc(O)c(C(C)(C)C)c1 (configuration not stated),11,7,-13,-0.5,4,7,5,-11,23
CCOC(=O)Oc1ccc2oc(=O)cc(C)c2c1,5,0,9,1.3,0,-3,-9,11,20
Cc1ccccc1C(=O)N1CCC(C(=O)Nc2ccc3c(c2)OCO3)CC1,23,-3,-9,0.1,-2,3,3,26,3
COc1ccc2c(c1OC)C(=O)OC2Nn1cncn1 (configuration not stated),11,0,1,1.6,-8,-1,6,-7,-5
Cc1cc([N+](=O)[O-])ccc1NC(=O)CN1C2CCC1CC(NC(=O)NC13CC4CC(CC(C4)C1)C3)C2 (configuration not stated),11,-1,-19,2.1,8,0,22,37,16
O=C(Cc1ccc(-n2cccc2)cc1)N1CCc2ccccc21,10,1,-19,2.8,-12,-2,-4,-12,-5

# Next part (two carried over from the part before).
SMILES,tim23-1 inh,UPR XBP1 act,APJ antag,UPR CHOP act,CXCR6 inh,APJ ag,TIM10 inh,Mdm2 MdmX PPI,tim10-1 inh
Cc1cc([N+](=O)[O-])ccc1NC(=O)CN1C2CCC1CC(NC(=O)NC13CC4CC(CC(C4)C1)C3)C2 (configuration not stated),11,-1,-19,2.1,8,0,22,37,16
O=C(Cc1ccc(-n2cccc2)cc1)N1CCc2ccccc21,10,1,-19,2.8,-12,-2,-4,-12,-5
O=C1CN(c2ccccc2)C(=S)N1C(=O)c1ccccc1,15,3,-1,6.3,3,-3,8,-77,12
CCN(CC(=O)Nc1ccc(OC)cc1)C(=O)Cc1ccc(OC)c(S(=O)(=O)N2CCOCC2)c1,-3,-1,2,-1.0,1,-5,1,-2,2
COc1ccc(CNc2nc(-c3cccnc3)nn2C(=O)CC(C)C)cc1,23,-5,5,-0.4,8,-3,22,24,5
Oc1ccccc1Oc1ncc(Br)c(Cl)n1,14,5,6,-3.0,4,-5,-20,10,11
CN(C)N1C(N)=C(C#N)C(c2cccc3ccccc23)C2=C1CC(c1ccccc1)CC2=O (configuration not stated),23,-3,2,4.7,5,0,32,64*,33
COC(=O)N1C(=O)[C@](c2ccsc2)(C(C)C)N1C(=O)OC,-15,-2,8,-1.7,3,-4,-12,25,0
COc1ccc(C(=O)NCC(=O)OCC(=O)NC23CC4CC(CC(C4)C2)C3)cc1,31,0,9,-0.2,-3,1,19,7,19
CCCNC(=O)Nc1nc(CC(=O)OCC)cs1,19,1,-20,1.1,0,-4,-1,-5,7
CCC(=O)c1cn(/C(=C\C(=O)OC(C)(C)C)CCC(OC)OC)cc1CC,8,-2,6,-0.7,4,-5,5,16,13
Cc1ccc(-c2nc(C=Nc3ccccc3)c(O)o2)cc1,3,10,8,1.5,4,-2,-8,-59,-4
CCOC(=O)/C(=N\Nc1ccccc1Cl)N1CC(C)OC(C)C1 (configuration not stated),10,-1,11,-1.1,2,-4,-103,3,-25
COc1ccc(Cl)cc1-c1nc(SCC(=O)NCCN2C(=O)CSC2=O)n[nH]1,-8,-2,-19,1.4,-4,-3,-26,-17,6
COc1ccc(CNC(=O)c2coc(=O)c3ccccc23)c(OC)c1,11,4,-10,1.4,-4,-2,-12,2,32
CCCNc1ncccc1C(N)=O,4,-2,6,1.7,-1,-3,1,17,6
